Compound activity: PubChem, National Center for Advancing Translational Sciences (NCATS)
HT1080 IDH1KD tx: toxicity to HT-1080 IDH1 knockdown cells (counter line) | HT-1080 IDH1 knockdown viability, ATP luminescence, 48 h | Potency, µM (doses to about 46.1 µM), inactives show at the highest dose activity, negative = toxicity, hits mostly cytotoxic | 2% of 360,000 active | AID 686971;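 also: potency is read from the fitted curve at half-maximal effect; 0% = DMSO wells and -100% = cell-free medium wells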
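Cytotoxicity counter-line: IDH1KD HT-1080, 48 h, CellTiter-Glo. Curves classed by r2, magnitude and activity.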
D3 antag: antagonists of human D3 dopamine receptor | P35462 | 2.5% of 360,000 active | D3R cells, DiscoveRx beta-arrestin luminescence, antagonist mode; stronger effect = lower value | max response, negative = inhibition, %; in the data active = max response below about -50%; inconclusive = no clear call, values can overlap the other calls; also: % is scaled to controls: 0 for no effect and ±100 for the full control effect; mostly tested at two doses, the higher about 12 µM
Target sequence (P35462 whole entry, looked up): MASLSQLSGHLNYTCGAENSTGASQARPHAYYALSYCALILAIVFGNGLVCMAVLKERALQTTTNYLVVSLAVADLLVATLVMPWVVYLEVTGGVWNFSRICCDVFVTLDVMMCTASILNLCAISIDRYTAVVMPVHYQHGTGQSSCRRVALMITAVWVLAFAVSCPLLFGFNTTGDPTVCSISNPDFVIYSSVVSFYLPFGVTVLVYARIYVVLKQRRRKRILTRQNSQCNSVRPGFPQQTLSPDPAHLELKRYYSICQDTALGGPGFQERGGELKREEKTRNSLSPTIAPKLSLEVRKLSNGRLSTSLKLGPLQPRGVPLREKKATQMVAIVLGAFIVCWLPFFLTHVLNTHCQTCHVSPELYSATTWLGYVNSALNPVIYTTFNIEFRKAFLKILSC
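Cells plated overnight at 1500 cells/well, then exposed to library compounds with dopamine controls for 90 minutes at 37 degrees C. DiscoveRx reagent added for 30–60 minutes at room temperature; luminescence read, quantitative HTS format.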
IL1B secr inh: inhibitors of inflammasome signaling (IL-1 beta secretion); activity change, % at 57.5 µM; AID 743279; THP-1 LPS/ATP IL-1B secretion, AlphaLISA, 16 h; stronger effect = lower value; 4.7% of 360,000 active; in the data active = activity change below about -50%; inconclusive = mostly about -30% to -49%; also: % is scaled to controls: 0 for no effect and ±100 for the full control effect
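THP-1 cells pretreated 1 hr with compounds (up to 57.5 uM final), then stimulated with LPS (250 ng/mL final) plus ATP (1.25 mM final); secreted IL-1B measured by AlphaLISA after 16 hr, decreased signal indicating inhibition.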
HT1080-NT tox: kills 2HG-producing HT-1080-NT fibrosarcoma cells | HT-1080-NT fibrosarcoma viability, CellTiter-Glo ATP luminescence, 48 h | Potency, µM (series often up to 46.1 µM), for the others: at the top dose activity, negative = less viability, most hits filed as cytotoxic | 1.6% of 360,000 active;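 also: NT is the 2HG producing partner of a matched IDH1 knockdown line; potency is read from the fitted curve at half-maximal effect; 0% = DMSO-treated cells and -100% = media-only wells without cells; nearly all actives have a fitted effect of over 55% in size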
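Luminescent CellTiter-Glo readout after 48 hours of compound exposure at 37 degrees C defined viability of HT-1080-NT cells. Activity was normalized to DMSO wells and cell-free media wells; concentration-response curves were fitted and assigned curve classes.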
KB-V1 MDR tox: kills drug-selected multidrug resistant KB-V1 cells | KB-V1 MDR cells viability, CellTiter-Glo, 72 h | Potency, µM (series often up to 46.1 µM), inactives show at the highest dose activity change, negative = cytotoxicity, usual class: cytotoxic | 3.4% of 400,000 active | AID 1347076; also: potency is read from the fitted curve at half-maximal effect; % is scaled to controls: 0 for no effect and ±100 for the full control effect; nearly all actives have a fitted effect of over 60% in size
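KB-V1 MDR subline cells in DMEM (phenol-red free, 10% FBS) exposed to compounds in qHTS concentration series for 72 h at 37 degrees C. Viability read by CellTiter-Glo luminescence; concentration-effect curves fitted after normalization and correction.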
SW480 rereplic: DNA re-replication induction in SW480 cells. SW480 DNA re-replication, Hoechst DNA content imaging, 48 h. Potency, µM (series often up to 46.1 µM), without a hit: top-dose re-replication activation, actives largely listed as activators. 1.8% of 340,000 active; also: potency is read from the fitted curve at half-maximal effect; % of control where 0% means no effect; nearly all actives have a fitted effect of over 55% in size
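Cells (250 per well) received 23 nL compound or DMSO by pin tool and were kept 48 hr at 37 C, 5% CO2. Nuclei were then stained with Hoechst for 40 min and scanned for DNA content.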
GLP-1R agonist: activates the human GLP-1 receptor | Potency, µM (doses to about 45.6 µM), for the others: top-dose activation, usual class: activators | 0.007% of 380,000 active | HEK293 GLP-1R CRE-luciferase, luminescence, 4-6 h; cells express a hypersensitive GLP-1R form | P43220; also: potency is read from the fitted curve at half-maximal effect; % of control where 0% means no effect
Target sequence (P43220 whole entry, looked up): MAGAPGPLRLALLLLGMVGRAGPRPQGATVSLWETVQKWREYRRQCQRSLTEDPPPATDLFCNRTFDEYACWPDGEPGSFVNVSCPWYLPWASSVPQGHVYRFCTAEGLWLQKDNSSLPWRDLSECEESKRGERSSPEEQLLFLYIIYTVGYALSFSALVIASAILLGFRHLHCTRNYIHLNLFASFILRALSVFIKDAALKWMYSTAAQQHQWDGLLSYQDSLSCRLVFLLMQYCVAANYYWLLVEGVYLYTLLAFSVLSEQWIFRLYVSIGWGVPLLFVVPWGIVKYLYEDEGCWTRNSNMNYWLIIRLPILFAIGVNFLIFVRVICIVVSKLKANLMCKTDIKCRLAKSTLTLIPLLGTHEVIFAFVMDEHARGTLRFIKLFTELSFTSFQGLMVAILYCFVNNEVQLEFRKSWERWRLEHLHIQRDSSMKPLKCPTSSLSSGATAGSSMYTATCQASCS
D3 ag: D3 dopamine receptor (human) agonism; 0.58% of 410,000 active; AID 652048; max activation, %; D3R DiscoveRx beta-arrestin cells, luminescence, 90 min; in the data active = max activation above about 30%; also: 0% is about no effect; mostly tested at two doses, the higher about 12 µM
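Agonist-mode cell screen: cells plated at 1500/well and incubated overnight at 37 °C, then exposed to library compounds for 90 min at 37 °C. Detection reagent was added for 30–60 min at room temperature, and luminescence was read.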
KB-3-1 tox: KB-3-1 parental cell cytotoxicity; Potency, µM (series often up to 46.1 µM), for inactives: at the highest dose activity change, negative = cytotoxic, most hits filed as cytotoxic; AID 1347075; 1.4% of 400,000 active; KB-3-1 viability, CellTiter-Glo ATP luminescence, 72 h; also: potency is read from the fitted curve at half-maximal effect; % is scaled to controls: 0 for no effect and ±100 for the full control effect; nearly all actives have a fitted effect of over 60% in size
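KB-3-1 parental drug-naive adenocarcinoma cells in DMEM/10% FBS, incubated 72 h at 37 C with pin-transferred compounds across a concentration series. Viability by CellTiter-Glo luminescence; concentration-response curves fitted after normalization.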
The depositor's hits bear a star; ? = inconclusive; . = not tested or not shown; & = joins results of further samples; [ ] = dose if it differs, or a comment. Unless noted, calls follow the shape of the dose curve; as a rule, active = well fitted curve in the direction sought with a large enough effect; inconclusive = small, poorly fitted or top-dose-only effect, or another doubt; inactive = no such curve, though single readings can be large; an effect the other way counts as inactive or inconclusive.

Start of the listing, in advance (4 entries):
item | structure | HT1080 IDH1KD tx | D3 antag | IL1B secr inh | HT1080-NT tox | KB-V1 MDR tox | SW480 rereplic | GLP-1R agonist | D3 ag | KB-3-1 tox
1 | COc1ccc(-n2c(N)cc(=O)nc2SCC(=O)N2CCN(c3ccccc3)CC2)cc1 | -8.0% | -21.0 | -9.8 | 0.0% | . | -2.9% | 7.4% | -18.7 | .
2 | O=C(COC(=O)/C(=C/c1cccs1)c1cccs1)NCc1ccccc1Cl | 2.5% | -4.3 | -5.3 | -2.0% | ? | 1.5% | 21.5% | -3.4 | 4.3%
3 | CCOc1ccc(S(=O)(=O)N2CCc3cc(OC)c(OC)cc3C2)cc1 | 16.7% | -28.1 | -23.5 | 7.1% | 2.31µM* | -689.3%[inhibitor] | 3.1% | 6.1 | -19.1%
4 | COc1ccc(C)cc1NC(=S)NN1CCN(C)CC1 | 0.4% | -7.0 | 0.0 | 2.6% | -9.5% | -5.2% | 0.7% | -7.6 | 6.6%

Main list (from the top)
item | structure | HT1080 IDH1KD tx | D3 antag | IL1B secr inh | HT1080-NT tox | KB-V1 MDR tox | SW480 rereplic | GLP-1R agonist | D3 ag | KB-3-1 tox
1 | COc1ccc(-n2c(N)cc(=O)nc2SCC(=O)N2CCN(c3ccccc3)CC2)cc1 | -8.0% | -21.0 | -9.8 | 0.0% | . | -2.9% | 7.4% | -18.7 | .
2 | O=C(COC(=O)/C(=C/c1cccs1)c1cccs1)NCc1ccccc1Cl | 2.5% | -4.3 | -5.3 | -2.0% | ? | 1.5% | 21.5% | -3.4 | 4.3%
3 | CCOc1ccc(S(=O)(=O)N2CCc3cc(OC)c(OC)cc3C2)cc1 | 16.7% | -28.1 | -23.5 | 7.1% | 2.31µM* | -689.3%[inhibitor] | 3.1% | 6.1 | -19.1%
4 | COc1ccc(C)cc1NC(=S)NN1CCN(C)CC1 | 0.4% | -7.0 | 0.0 | 2.6% | -9.5% | -5.2% | 0.7% | -7.6 | 6.6%
5 | O=C(NC(Cc1ccccc1)C(=O)O)/C(=C/c1ccccc1)NC(=O)c1ccccc1 (configuration not stated) | 13.0% | 4.0 | 32.7 | 15.8% | 19.5% | -1.1% | -1.6% | 2.9 | 15.5%
6 | O=C(N/N=C/c1ccccc1Cl)C1CC1 | 20.1% | 5.1 | ? | 10.8% | 17.0% | 5.4% | -4.4% | -3.8 | 14.8%
7 | COC(=O)CC1(C(=O)OC)Oc2ccc(Br)cc2C(=O)N1c1cc(Cl)cc(Cl)c1 (configuration not stated) | -1.9% | 27.0 | -28.7 | ? | ? | -0.2% | 9.0% | 23.3 | -6.2%
8 | O=C(O)Cn1nnc(-c2ccccc2)c1COc1ccccc1 | 3.0% | ? | 8.4 | ? | 6.4% | . | 2.3% | 3.5 | 0.0%
9 | O=C(CSc1nnc(Nc2ccccc2F)s1)NCC1CCCO1 (configuration not stated) | 3.8% | 4.2 | -0.3 | -4.1% | -2.7% | -6.6% | 16.8% | 5.3 | 4.2%
10 | O=C(Nc1ccc2c(c1)CCCN2C(=O)c1cccs1)c1ccccc1 | ? | 7.0 | -17.4 | ? | ? | 1.6% | -1.8% | -2.8&3.7 | ?

New compounds follow.
item | structure | HT1080 IDH1KD tx | D3 antag | IL1B secr inh | HT1080-NT tox | KB-V1 MDR tox | SW480 rereplic | GLP-1R agonist | D3 ag | KB-3-1 tox
11 | CC(C)n1ncc2c(C(=O)N3CCN(c4ccc(F)cc4)CC3)cc(-c3ccccc3)nc21 | -6.1% | 32.3 | -57.5* | -2.1% | -20.8% | 6.9% | 11.3% | 16.0 | -14.8%
12 | O=C(CN1C(=O)c2ccccc2C1=O)NCC(=O)Nc1ccccc1 | ? | 0.0 | 23.7 | 13.6% | -12.5% | -2.3% | -0.6% | 3.0 | 17.3%
13 | CC(C)CC(=O)Nc1nnc(SCC(=O)NCc2ccco2)s1 | 18.5% | 13.9 | -2.3 | 4.2% | 8.0% | -9.5% | -0.3% | -1.5 | ?
14 | CCN1CCCC1CNC(=O)CSCc1nc(-c2ccccc2C)oc1C (configuration not stated) | -8.5% | ? | -21.3 | -18.8% | -9.2% | 1.2% | -7.3% | -11.1 | ?
15 | CCOC(=O)c1sc(NC(=O)c2nc3nc(C)cc(C(F)F)n3n2)c(C(=O)OC(C)C)c1C | . | . | . | . | -8.0% | . | 0.5% | 6.8 | 4.0%
16 | COc1ccc(Cl)c(Cn2c(NCCCN(C)C)nc3c2c(=O)n(C)c(=O)n3C)c1 | 14.7% | -10.8 | 14.9 | 1.8% | ? | -5.5% | -9.1% | 7.1 | 1.6%
17 | COC(=O)c1c(N)nc(C)n1-c1ccc(OC)cc1 | 16.6% | -15.3 | -8.1 | 16.4% | 10.1% | -0.3%[9.22 µM] | -2.0% | -1.1 | 5.9%
18 | CC(C(O)c1cc(=O)c(OCc2ccccc2)co1)[N+](=O)[O-] (configuration not stated) | 4.2% | -13.6 | -1.4 | 4.9% | -25.7% | -2.4% | -3.0% | -10.3 | -0.5%
19 | S=c1[nH]nc(-c2cc(-c3ccccc3)n[nH]2)n1/N=C/c1cccs1 | -14.9% | -10.2 | 66.9 | -7.4% | -9.9% | ? | 17.3% | 5.6 | 22.1%
20 | Cc1ccc(N2CC(C(=O)OCC(=O)c3ccc(C)c([N+](=O)[O-])c3)CC2=O)cc1 (configuration not stated) | 9.9% | -7.8 | 17.2 | 13.9% | ? | -3.4% | 2.8% | -6.1 | 12.8%

Whole records from above:
`COC(=O)c1c(N)nc(C)n1-c1ccc(OC)cc1` as listed: HT1080 IDH1KD tx = 16.6%; D3 antag = -15.3; IL1B secr inh = -8.1; HT1080-NT tox = 16.4%; KB-V1 MDR tox = 10.1%; SW480 rereplic = -0.3%[9.22 µM]; GLP-1R agonist = -2.0%; D3 ag = -1.1; KB-3-1 tox = 5.9%
`CC(C)CC(=O)Nc1nnc(SCC(=O)NCc2ccco2)s1` as listed: HT1080 IDH1KD tx = 18.5%; D3 antag = 13.9; IL1B secr inh = -2.3; HT1080-NT tox = 4.2%; KB-V1 MDR tox = 8.0%; SW480 rereplic = -9.5%; GLP-1R agonist = -0.3%; D3 ag = -1.5; KB-3-1 tox = ?

(more compounds)
item | structure | HT1080 IDH1KD tx | D3 antag | IL1B secr inh | HT1080-NT tox | KB-V1 MDR tox | SW480 rereplic | GLP-1R agonist | D3 ag | KB-3-1 tox
21 | CC(C)c1nnc(NC(=O)C2CCN(C(=O)c3ccco3)CC2)s1 | 9.5% | 20.3 | -9.3 | 3.3% | 8.4% | -7.2% | 5.9% | 1.0 | 23.8%
22 | Cc1cc(C)cc(C(=O)Nc2nnc(SCC(=O)N3CCCc4ccccc43)s2)c1 | -3.2% | 1.9 | 36.3 | -3.3% | ? | -3.2% | -6.2% | 2.0 | 13.3%
23 | Clc1ccc(C2CC(c3cccs3)n3ncnc3N2)cc1Cl (configuration not stated) | -7.0% | 16.7 | 15.4 | -8.1% | 5.4% | 1.9% | 11.7% | -5.7 | 1.8%
24 | Cc1ccc(CNC(=O)C2CCCN(S(=O)(=O)c3ccc(-n4cnnn4)cc3)C2)cc1 (configuration not stated) | 6.6% | -5.4 | 43.9 | 10.6% | 11.8% | 2.5% | 8.8% | -1.5 | 3.8%
